Source: PubChem (Broad Institute)
ARNT TACC3 PPI: ARNT/TACC3 interaction disruption | Q9Y6A5 | AlphaScreen His-ARNT PAS-B/GST-TACC3 binding, luminescence; TACC3 fragment carries E629A point mutation | inhibition, % at 9.99 µM | hit rate 0.66% among 390,000 | AID 623870;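 active = mean inhibition of replicates at least 50% and at least half of replicates each reaching 50%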;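 also: 0% = complete ARNT plus TACC3 wells and 100% = ARNT alone without TACC3; many hits fall short of the cut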
PGC1a acetyl inh: modulators of PGC1a acetylation; U2OS PGC1a acetylation, AlphaScreen anti-acetyl-lysine; with virally co-expressed GCN5 acetyltransferase; inhibition, % at 15.6 µM; hit rate 0.17% among 350,000; AID 651687;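 active = every replicate shows inhibition of at least 40%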;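 also: 0% = neutral control wells and 100% = positive control wells; some results beyond the cut were filed as inactive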
PglD inh: blocks C. jejuni PglD acetyltransferase activity | purified PglD enzyme, DTNB colorimetric CoA detection | inhibition, % at 12.5 µM | hit rate 0.098% among 360,000; in the data active = inhibition above about 16%, passing the limit was not always enough; also: strong numbers were not always called active
C2C12 statin: suppression of simvastatin myotoxicity; C2C12 myotubes + simvastatin, ATP luminescence, 48 h; scaled: DMSO 0, geranylgeraniol control 100; rescue of ATP level, % at 7.49 µM; hit rate 0.78% among 330,000;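 active = mean ATP rescue above about 67%, or every replicate alone reaching that limit, limit read from the data, passing the limit was not always enough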;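 also: myotubes were challenged with 10 µM simvastatin during compound exposure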
INS-1E GSIS act: primary screen for activators of insulin secretion dependent on glucose, INS-1E cells, GLuc reporter luminescence | AID 743287 | INS-1E GLuc reporter insulin secretion, 2-3 h | hit rate 0.61% among 370,000 | activation, % at 16.6 µM;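 active = lowest replicate activation of at least 40%, so every replicate reaches that level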;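 also: 0% = median of neutral control wells and 100% = median of IBMX positive control wells; some compounds called inactive have numbers as strong as hits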
LGR2 antag: inhibitors of bursicon-induced Drosophila LGR2 receptor cAMP signaling | AID 720647 | HEK293 LGR2, CRE-luciferase, bursicon-stimulated, 4 h | hit rate 0.35% among 380,000 | inhibition, % at 9.99 µM;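 active = drop in luminescence signal, shown as inhibition above about 50% in the replicate tests, limit read from the data, passing the limit was not always enough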;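 also: agonist challenge used bursicon conditioned medium at about half maximal strength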
PAX8 reporter: PAX8 transcriptional activity inhibition. RMG-I TPO-luciferase reporter, SteadyGlo, 24 h. inhibition, % at 12.6 µM. AID 652154. hit rate 1.2% among 360,000;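 active = mean replicate inhibition at least 60% with every replicate also reaching 60%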;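 also: luciferase light reporting Pax8 driven TPO promoter activity; plate controls were median of neutral control wells for no effect and mitoxantrone controls for full effect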
Cneo AK release: Cryptococcus neoformans lysis via adenylate kinase release; lysis activity, % at 15 µM; AID 651654; C. neoformans lysis, adenylate kinase release luminescence, 4 h; normalised: neutral wells 0, clomiphene wells 100; hit rate 0.2% among 360,000;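 active = mean lysis activity across replicates of at least 80%, whatever share of replicates individually reach that level; inactive = mean lysis activity below 80%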
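Test system: log-phase Cryptococcus neoformans yeast cells. Input: 5 × 10^6 yeast cells/mL. Medium: fresh YPD growth medium. Doses: single dose. Incubation: static 4 h at 37 °C with compound, 1 h detection. Measured by: luminescent adenylate kinase detection reagent. Read-out: signal increase indicating cell lysis. Benchmarks: Clomiphene.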
Active calls of the source: *; · = not tested or not shown; & = joins results of further samples.

SMILES | ARNT TACC3 PPI | PGC1a acetyl inh | PglD inh | C2C12 statin | INS-1E GSIS act | LGR2 antag | PAX8 reporter | Cneo AK release
CCn1c(=O)c2c(nc(SCC(=O)Nc3ccccc3)n2C)n(C)c1=O | 17 | 0 | -1 | -10 | 5 | -1 | 13 | -1
O=C(O)C1CC=CCC1C(=O)Nc1cccc(Cl)c1 (stereo not given) | -6 | -3 | -8 | · | · | · | · | 1
COc1cccc(-c2ccc(NC(=O)C3CCCN(Cc4cnc(C)n4C)C3)cc2)c1 (stereo not given) | 14 | -6 | -3 | 3 | 2 | 10 | 6 | 0
C[C@H]1CN([C@@H](C)CO)S(=O)(=O)c2ccc(C#CC3CCCCC3)cc2O[C@@H]1CN(C)C | 10 | 7 | -1 | 0 | -4 | -4 | · | 54
COc1ccc(-c2nn(-c3ccccc3)cc2C(=O)NC(=S)N2CCOCC2)cc1OC | 1 | 8 | -4 | -2 | -1 | -30 | -16 | -1
Cn1cc(Cl)c(-c2n[nH]c(=S)n2C2CCCCC2)n1 | -3 | 0 | · | · | 9 | -15 | -5 | ·
CN1/C(=C/c2cccc[n+]2C)Sc2ccccc21 | -4 | · | -1 | -116 | -58 | 9 | 30 | -1
Oc1ccc(Cc2ccccc2Cl)c(O)c1 | 2 | 6 | 5 | -3 | -13 | -2 | -14 | -1
Cc1noc(C)c1S(=O)(=O)N(C)C[C@@H]1OCCCC[C@@H](C)Oc2ccc(NS(=O)(=O)c3ccc(Cl)cc3)cc2C(=O)N([C@H](C)CO)C[C@@H]1C | -8 | -6 | -1 | · | 11 | 2 | -5 | -1
COc1ccc(-c2nc3ccccc3nc2-c2ccccc2)cc1OC | 11 | 4 | -1 | -10 | 9 | 3 | 13 | -1
O=C(NCc1ccc2c(c1)OCO2)Nc1ccc2ccccc2c1 | · | 0 | 3 | · | · | -12 | -2 | -2
COc1ccccc1NC(=O)C1CC(=O)N(c2ccc(F)cc2)C1 (stereo not given) | 10 | -8 | 0 | · | · | · | · | 3
COc1cc(C(=O)OCC(=O)Nc2cc(S(=O)(=O)N3CCOCC3)ccc2C)ccc1OCC(C)C | -4 | · | · | · | -22 | -4 | -7 | ·
COC(=O)c1c(NC(=O)COc2ccc(Cl)cc2Cl)sc2c1CC(C)(C)NC2(C)C | 4 | 3 | -2 | 6 | -20 | 6 | 13 | 7
CCCc1cc(=O)[nH]c(SCC(=O)N(Cc2ccccc2)C(C)C)n1 | 2 | 1 | 1 | 30 | -11 | · | 4 | 1
COc1ccccc1CN(C)C(=O)c1sccc1-c1ccccc1 | 1 | 4 | 2 | · | -21 | 6 | · | 1
CNC(=O)C[C@@H]1CC[C@H]2[C@@H](COc3ccc(NC(=O)c4cccc(F)c4)cc3C(=O)N2C)O1 | -16&-8 | 0&6 | 1&0 | 2&-5 | 5 | -7 | -5&-2 | -5&-4
Cc1ccc(C(=O)n2nnc3ccccc32)cc1[N+](=O)[O-] | -7 | 6 | -4 | 1 | 43 | 0 | -27 | 91*
CCCNC(=O)c1ccc(-c2nn(C)c(=O)c3ccccc23)cc1 | 15 | 5 | 0 | -8 | -3 | -13 | -3 | 1
C[C@H]1CN([C@@H](C)CO)C(=O)c2cc(NC(=O)CCN3CCOCC3)ccc2O[C@H]1CN(C)CC1CCCCC1 | 13 | 10 | 4 | 0 | -2 | 5 | -7 | 2
COc1ccc(NC(=S)N2CCOCC2)c(OC)c1 | 1 | · | · | · | 19 | -14 | -10 | ·
COc1cccc(-n2cnc3sc(-c4ccccc4)cc3c2=O)c1 | -4 | 3 | 1 | -30 | -6 | -29 | -4 | 1
CCCCc1c(O)nc2sccn2c1=O | 0 | 3 | 6 | · | 11 | -4 | 10 | 0
C[C@H]1CN([C@@H](C)CO)C(=O)Cc2cc(NS(=O)(=O)c3ccc(F)cc3)ccc2O[C@@H]1CN(C)Cc1ccc2c(c1)OCO2 | · | -6 | -1 | 124* | -6 | -23 | -2 | -2
CC(C)CC#Cc1ccc2c(c1)O[C@H](CN(C)CC1CC1)[C@H](C)CN([C@@H](C)CO)S2(=O)=O | 10 | -39 | 7 | -20 | -8 | 9 | · | 3

Ordered by molecular weight (highest first): part of the list above
SMILES | ARNT TACC3 PPI | PGC1a acetyl inh | PglD inh | C2C12 statin | INS-1E GSIS act | LGR2 antag | PAX8 reporter | Cneo AK release
COc1cc(C(=O)OCC(=O)Nc2cc(S(=O)(=O)N3CCOCC3)ccc2C)ccc1OCC(C)C | -4 | · | · | · | -22 | -4 | -7 | ·
CCn1c(=O)c2c(nc(SCC(=O)Nc3ccccc3)n2C)n(C)c1=O | 17 | 0 | -1 | -10 | 5 | -1 | 13 | -1
Oc1ccc(Cc2ccccc2Cl)c(O)c1 | 2 | 6 | 5 | -3 | -13 | -2 | -14 | -1

(listing goes on)
SMILES | ARNT TACC3 PPI | PGC1a acetyl inh | PglD inh | C2C12 statin | INS-1E GSIS act | LGR2 antag | PAX8 reporter | Cneo AK release
CC(=O)c1cccc(NC(=S)NC(=O)c2cccc(Cl)c2)c1 | -4 | · | · | · | -8 | -57 | -144 | ·
Cc1ccc(NC(=O)C2COc3ccccc3O2)cc1 (stereo not given) | -4 | · | -1 | 4 | -3 | -13 | -66 | 0
OC(CNCc1ccc(F)cc1)(c1ccccc1)c1ccc(F)cc1 (stereo not given) | -10 | -5 | 0 | -4 | · | · | · | 0
O=C(CN1CCCCCCC1)Nc1ccc(Cl)cc1Cl | 16 | · | · | · | 3 | -26 | -23 | ·
C[C@H]1CN([C@@H](C)CO)C(=O)Cc2cc(NS(=O)(=O)c3cn(C)cn3)ccc2O[C@@H]1CN(C)C(=O)Nc1ccc(F)cc1 | -8&-5 | 8&17 | 2&-1 | -11&4 | 12&-2 | -2&-5 | -19 | -3&-2
C=CCC[C@@H](Cc1ccc(F)cc1)C(=O)OCCNC(=O)[C@@H](CC=C)CC(=O)N(CCO)Cc1ccccc1 | -12 | 1 | -2 | 12 | -16 | 4 | 19 | 1
Cc1ccccc1-c1ccc2c(c1)O[C@H](CN(C)Cc1ccc(C(=O)O)cc1)[C@@H](C)CN([C@@H](C)CO)S2(=O)=O | -2 | 5 | 3 | -6 | 2 | -7 | 20 | -6
CCN(CC)CCCNC(=O)c1cc(-c2ccc(Cl)c(Cl)c2)on1 | 2 | 3 | 2 | -12 | -3 | · | · | 0
Cc1noc(C)c1NC(=O)Nc1ccc2c(c1)CC(=O)N([C@H](C)CO)C[C@H](C)[C@H](CN(C)S(=O)(=O)c1c(C)noc1C)O2 | -5 | -1 | -2 | -23 | 15 | -10 | -18 | 0
CCCOc1ccc(/C(O)=C2/C(=O)C(=O)N(CCCn3ccnc3)C2c2cccnc2)cc1 (stereo not given) | · | 3 | -3 | · | · | · | 6 | 1
CC(C)CCNC(=O)C1CCN(S(=O)(=O)c2ccc3c(c2)CCC(=O)N3)CC1 | -7 | 8 | 13 | 2 | 0 | -21 | 7 | -2
COc1ccc(-c2c(NC(=O)c3ccco3)oc3ccc(Cl)cc3c2=O)cc1 | -5 | -3 | 4 | -12 | 106* | -9 | -14 | 13
Cc1cc(-c2nc(C)c(C(=O)NNC(=O)NC(C)C)s2)no1 | -4 | -1 | · | 10 | 3 | 1 | 1 | ·
CN(C(=O)c1ccc(N2CCOCC2)c([N+](=O)[O-])c1)C1CCCCC1 | -3 | · | -3 | -12 | 27 | -8 | -6 | -1
CC(=O)Nc1ccc(-c2ccnc3c2CC(C)(C(=O)NCC2CC2)O3)cc1 (stereo not given) | · | · | -5 | -4 | · | 12 | 8 | -2
Cn1cnc2c(N/N=C/c3cccs3)ncnc21 | 40 | 7 | 4 | · | 9 | -14 | -92 | 0
Cc1ccc(NC(=O)c2ccc(Oc3ncccn3)cc2)cc1 | -8 | -2 | -1 | 2 | · | · | -58 | 3
CCCCN(C(=O)c1cc2c(s1)CCCC2)c1c(N)n(CCC)c(=O)[nH]c1=O | -2 | · | 7 | -1 | · | · | -5 | 0
CC(NC(=O)C(C)(C)C)c1nc2ccccc2n1C (stereo not given) | -4 | -5 | 4 | 12 | · | · | 3 | -1
N#C/C(=C\c1ccc(N2CCOCC2)cc1)c1ccccc1 | 13 | -6 | -3 | -6 | -3 | -46 | -63 | 1
CCC(C)CCN1C(Nc2ccccc2)=NC[C@@H]1C (stereo not given in full) | -2 | 3 | -3 | 5 | 19 | 15 | 4 | 9
COc1ccccc1CN1C[C@@H](C)[C@H](OC)CN(C)C(=O)c2ccc(NC(=O)Nc3ccccc3OC)cc2OC[C@H]1C | -2 | -5 | -1 | 19 | -43 | 17 | · | 4
Cc1cccc(OCC(O)CN2CC3(C)CC2CC(C)(C)C3)c1 (stereo not given) | 6 | · | · | · | 11 | 2 | 6 | ·
O=C(NCc1ccc(F)cc1)C1CCC(CNS(=O)(=O)c2ccccc2)CC1 (stereo not given) | -11 | -8 | 0 | 7 | -11 | 5 | -23 | 5
COc1ccccc1/C=N/N1CCN(c2ccc(Cl)cc2)CC1 | -5 | -1 | 1 | 3 | 5 | -14 | -12 | 0

Later entries
SMILES | ARNT TACC3 PPI | PGC1a acetyl inh | PglD inh | C2C12 statin | INS-1E GSIS act | LGR2 antag | PAX8 reporter | Cneo AK release
Cc1ccccc1-c1nnc(SCc2ccc(F)cc2)o1 | -7 | 0 | 0 | 23 | · | -34 | -36 | ·
O=S(=O)(c1cccs1)N1CCN(c2ccc(F)cc2)CC1 | -6 | 4 | · | 5 | 4 | -13 | -39 | ·
C[C@@H]1CN([C@H](C)CO)C(=O)c2cccc(NS(=O)(=O)c3cccs3)c2O[C@H]1CN(C)Cc1ccc(Cl)c(Cl)c1 | 8 | 10 | -2 | 0 | -15 | 12 | -31 | -5
COc1ccc(OCCCCn2c(CO)nc3ccccc32)cc1 | 21 | 6 | 3 | 18 | 18 | 14 | -4 | -13
O=C(COc1ccccc1Br)N1CCN(C(=O)c2cccs2)CC1 | 0 | 7 | -1 | 1 | 7 | 13 | -3 | -1
Cc1cc(C)n2nc(-c3cnn(C)c3C(F)(F)F)cc2n1 | 20 | -2 | -5 | -9 | · | · | · | 2

Gathered by group: the compounds so far with an aryl thioether with sulfur outside any ring (3)
SMILES | ARNT TACC3 PPI | PGC1a acetyl inh | PglD inh | C2C12 statin | INS-1E GSIS act | LGR2 antag | PAX8 reporter | Cneo AK release
CCn1c(=O)c2c(nc(SCC(=O)Nc3ccccc3)n2C)n(C)c1=O | 17 | 0 | -1 | -10 | 5 | -1 | 13 | -1
CCCc1cc(=O)[nH]c(SCC(=O)N(Cc2ccccc2)C(C)C)n1 | 2 | 1 | 1 | 30 | -11 | · | 4 | 1
Cc1ccccc1-c1nnc(SCc2ccc(F)cc2)o1 | -7 | 0 | 0 | 23 | · | -34 | -36 | ·
